# Compound activity deposited in PubChem by National Center for Advancing Translational Sciences (NCATS).
# S3 lipid droplet: qHTS Assay for Lipid Storage Modulators in Drosophila S3 Cells. actives 0.64% (n = 320,000). Drosophila S3 cells, BODIPY lipid droplet fluorescence, 18-24 h; cells fed with added oleic acid. lipid storage change, negative = inhibition, % at the top dose, mostly 46.1 µM; hits show Potency in µM. AID 2685; active = well fitted inhibition curve with a large enough effect in the signal ratio, with a control signal flat, not every such curve was filed as active; inconclusive = small, poorly fitted or top-dose-only effect, or effect the other way, or a change in a side signal; the % refers to the signal ratio
#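 Drosophila S3 cells got compounds at several concentrations plus oleic acid (400 uM solution). Laser-scanning cytometry with 488 nm excitation read lipid droplets at 500-530 nm and cells at 575-640 nm. Percent activity was relative to 20 uM Triacsin C.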
# S3 lipid droplet cell count max: second read-out of S3 lipid droplet, no call of its own (marks repeat the call); cell number change, %; measured here: cell count max response;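 cells counted by Cell Tracker Red CMTPX staining in the red channel; peak over a dose series mostly up to 46.1 µM; percent activity relative to internal control wells on each plate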
# Numbers without * were called inactive; i = inactive; u = inconclusive; x = no result given; [ ] = remark or other dose. % is set by controls: 0 for no effect and ±100 for the full control effect; potency is the fitted concentration of half-maximal effect. An excerpt; the hit share may differ from the screen's.
item	SMILES	S3 lipid droplet cell count max	S3 lipid droplet
1	COc1ccc(NC(=O)CSc2nc(C3CC3)nc3ccccc23)c(OC)c1	x	u
2	CC(C)(C)NC(=O)C(c1c[nH]c2ccccc12)N(C(=O)Cn1nnc(-c2ccc(F)cc2)n1)c1cccc(O)c1 (stereo not given)	x	u
3	Cc1ccc(CS(=O)(=O)Cc2ccc(C(=O)NCCCN3CCOCC3)o2)cc1	2.0	4.0%
4	CC(C)(C)c1csc(NC(=O)CCc2ccccc2)n1	x	u
5	C=CCn1ccc(O)c(Cc2ccc(Cl)cc2)c1=O	12.0	8.5%
6	COCc1cc(Sc2ccc(Cl)cc2Cl)nc(-c2ccccc2)n1	-16.0	-7.8%
7	Cc1c(CCC(=O)N2CCC(C(=O)NCCCCCC(=O)O)CC2)c(=O)oc2cc3oc4c(c3cc12)CCCC4	-0.4	i
8	C=CC[n+]1cccc(-c2cc3ccc(C)cc3[nH]2)c1	x	u
9	C/C(=N\NC(=O)c1cccc(S(=O)(=O)N2CCOCC2)c1)c1ccc(OCC(=O)N(C)C)cc1	2.1	-10.3%
10	O=C(NN1C(=O)C2C(C1=O)C1C=CC2C12CC2)c1cccc(Cl)c1 (stereo not given)	4.2	-1.4%
11	Cc1ccc(S(=O)(=O)NNC(=O)c2ccc3ccccc3n2)cc1	x	u
12	CNC(=O)c1[nH]cnc1C(=O)Nc1ccc(C)cc1	-24.3	-3.3%
13	Cc1cc(C)c([N+](=O)[O-])cc1-c1ccc(/C=N/c2c(-c3ccco3)nc3ccccn23)o1	0.9	10.5%
14	O=C(NCCc1cccc(Cl)c1)c1cccs1	-14.1	15.1%
15	Cc1ccc2c(c1)c1nc3ccccc3nc1n2CCN1CCOCC1	x	i
16	O=C1CC(c2ccccc2)CC(O)=C1C=NCc1ccc(Cl)c(Cl)c1 (stereo not given)	x	u
17	Cc1ccc(Cn2ccc(NC(=O)c3cc(C4CC4)on3)n2)cc1	x	u
18	CC(Sc1nnc(-c2ccncc2)n1C)C(=O)NCC1CCCO1 (stereo not given)	x	u
19	CCOC(=O)N1CCN(c2cc(=O)n(-c3ccccc3Cl)c(=O)[nH]2)CC1	x	u
20	COC(=O)c1c(-c2cccc(C)c2)csc1N	x	u
21	CC(=O)Nc1cccc(-c2nnc(SCC(=O)n3c4c(c5ccccc53)CCCC4)n2C)c1	x	u
22	Cc1ccc([N+](=O)[O-])c(C(=O)Nc2cccnc2Cl)c1	x	u
23	COc1cc(S(=O)(=O)N2CCOCC2)ccc1NC(=O)COC(=O)c1ccccn1	10.0	-3.8%
24	Cc1ccc(N(CC(=O)NCC2CCCO2)C(=O)CCC(=O)Nc2nccs2)cc1 (stereo not given)	x	u
25	Cc1ccc2c(c1)=C(c1sc(N(C)c3ccc(O)cc3)nc1O)C(=O)N=2	0.3	0.5%
26	COc1cccc(/C=N/Nc2ncnc(Cl)c2N)c1O	x	u
27	COC(=O)c1cc(OC)c(OC)cc1N1C(=O)CCCC1=O	3.9	3.4%
28	CC(C)c1nnc(NC(=O)COC(=O)/C=C/c2ccc([N+](=O)[O-])cc2)s1	x	u
29	COc1ccc(OC)c(NC(=O)COC(=O)CN(C)S(=O)(=O)c2ccc(C)cc2)c1	1.1	23.2%
30	CC1CCCN(CCOc2ccc(Br)cc2)C1 (stereo not given)	x	u
31	CN1CCN(S(=O)(=O)c2cccc(C(=O)Nc3sccc3C#N)c2)CC1	x	u
32	Cc1ccc(-c2nnn(CC(=O)N(Cc3cccs3)C(C(=O)NC3CCCCC3)c3ccco3)n2)o1 (stereo not given)	29.8	i
33	Cc1cc(-c2ccccc2)n2nc(N)nc2n1	-1.8	18.1%
34	S=C(NC1CCCC1)N1CCOCC1	x	u
35	CC(=O)Oc1ccc(C(=O)Nc2ccccc2C(=O)Nc2cccc(C(=O)O)c2)cc1	x	u
36	O=C(Nc1ccc2c(c1)OCO2)c1cnn2c1NC(c1ccco1)CC2C(F)(F)F (stereo not given)	x	u
37	N#Cc1ccccc1Cn1c(=O)n(CCCC(=O)NCc2ccc3c(c2)OCO3)c(=O)c2ccccc21	x	u
38	O=C(O)c1ccc(-n2[nH]c3c(c2=O)CCCC3)cc1	-0.9	1.5%
39	CCn1c2ccccc2c2cc(NC(=O)c3cc(C)on3)ccc21	-15.0	0.0%
40	O=c1cc(-c2ccccc2)[nH]c2cc(Cl)ccc12	-0.5	6.6%
41	Cc1ccc(C(=O)Nc2ccc3c(c2)OCCO3)cc1	-22.8	i
42	Cc1ccc2cccc(NC(=O)c3ccc(Br)o3)c2n1	x	u
43	Cc1ccc(CN(C)C(=O)C2CCC(=O)N(CC3CCCCC3)C2)o1 (stereo not given)	-16.2	i
44	N#Cc1c(-c2ccco2)nc(SCC(=O)Nc2ccc(S(N)(=O)=O)cc2)[nH]c1=O	x	u
45	CSCCC(NC(=O)c1ccccc1Br)C(=O)NCCCn1nc(C)cc1C (stereo not given)	17.2	-8.1%[0.0737 µM]
46	CCOC(=O)Cc1csc(NC(=O)CS(=O)(=O)Cc2ccccc2)n1	-6.5	-4.1%
47	Cc1ccc(C2=NS(=O)(=O)N(C)C(C(=O)Nc3cc(C)n(CC(=O)N4CCC(C)CC4)n3)=C2)cc1	3.4	i
48	Cc1ccc(S(=O)(=O)Nc2cc(C(=O)NCCN(C)C)ccc2N2CCCC2)cc1	9.9	6.1%
49	CCOc1ccc(NC(=O)c2ccc(NC(=O)CSc3nc4ccccc4c(=O)[nH]3)cc2)cc1	x	u
50	CC1(C(=O)Nc2nnc(C(C)(C)C)s2)Cc2ccccc2C(=O)O1 (stereo not given)	27.1	-3.5%

# Further records follow:
item	SMILES	S3 lipid droplet cell count max	S3 lipid droplet
51	Cc1oc(S(=O)(=O)N2CCCCC2)cc1NC(=O)Nc1ccccc1	7.3	7.0%
52	Nn1c(SCC(=O)Nc2nccs2)nnc1C1CC1	3.3	i
53	O=C(OC(C(=O)NCC1CCCO1)c1ccccn1)c1cccs1 (stereo not given)	x	u
54	CCOc1ccc(CN2CCN(Cc3cnc(-c4ccccc4)s3)CC2CCO)cc1 (stereo not given)	x	u
55	O=C(c1ccco1)N1CCCC(Nc2ccc3c(c2)OCCO3)C1 (stereo not given)	11.1	10.0%
56	CC1CCN(C(=O)COc2cccc3c2CCN(Cc2ccccc2)C3=O)CC1	4.5	10.3%
57	Clc1ccc(CSc2nncn2-c2ccccn2)cc1	x	u
58	Cc1ccccc1NC(=S)NCCc1ccccn1	-0.4	5.2%
59	Cc1cccc(C)c1OCCSc1n[nH]c(N)n1	x	u
60	CCCC1c2ccc(C)n2CCN1C(=O)Nc1ccc(F)cc1 (stereo not given)	6.6	-17.4%
61	COC(=O)CCN(C(=O)c1ccc(OC(C)=O)cc1)c1ccccn1	6.0	2.2%
62	CCn1c(CC(=O)Nc2cccc(OC)c2)nnc1SCC(=O)N1CCN(c2ccccc2)CC1	x	u
63	O=C(CSc1nc(N2CCOCC2)nc(N2CCOCC2)n1)Nc1ccccc1F	24.6	i
64	Cc1ncc([N+](=O)[O-])n1CCOC(=O)C12CC3CC(CC(C3)C1)C2	x	u
65	CCOc1ccc2nc(NC(=O)c3ccccn3)sc2c1	x	u
66	CC(=O)COc1ccc(-c2csnn2)cc1	16.6	1.5%
67	COc1ccc(C(C)=O)cc1Cn1cnc2c(cnn2C)c1=O	11.0	15.0%
68	CC(C)n1c(CN2CCN(Cc3ccccc3)CC2)nc2ccccc21	14.3	5.1%
69	N/C(=N\OC(=O)c1ccccc1F)c1cccc([N+](=O)[O-])c1	x	u
70	Cc1cccc(NC(=O)C2CCCN(S(=O)(=O)c3cccc4nsnc34)C2)n1 (stereo not given)	x	u
71	COc1ccccc1NC(=O)C1CCCN1C(=O)Nc1ccc(F)cc1 (stereo not given)	x	u
72	COc1ccccc1OCC(=O)Sc1ccc(C)cc1	-2.4	-8.0%
73	Cc1ccc(S(=O)(=O)NCCN=Cc2ccc(N(C)C)cc2)cc1	x	u
74	Cc1ccc(N(CC(=O)NC2CC2)S(=O)(=O)c2ccccc2)c(C)c1	x	u
75	CC(C)(C)NC(=O)NC(=O)Cn1ccsc1=N	-0.7	-0.9%
76	Cc1cc(OCC(=O)NCCN2CCOCC2)c2c(C)c(C)c(=O)oc2c1	-23.9	i
77	O=C(c1cccc(S(=O)(=O)N2CCN(c3ccccc3)CC2)c1)N1CCCCCCC1	x	u
78	CCCCOc1ccc(N(CC(=O)NC(C)(C)C)C(=O)CCC(=O)Nc2nccs2)cc1	x	u
79	CCN1CCN(S(=O)(=O)c2cccs2)CC1	x	u
80	CCOc1ccccc1OCC(=O)Nc1nnc(C)s1	x	u
81	Cc1ccc2c(c1)sc(=NC(=O)c1cccs1)n2C	x	u
82	CCc1ccc(N2C(=O)CC(c3ccc(F)cc3)C3=C2COC3=O)cc1 (stereo not given)	x	u
83	COc1cc(-c2cc(C(=O)Nc3cc(S(=O)(=O)N4CCOCC4)ccc3C)c3ccccc3n2)cc(OC)c1OC	x	u
84	CCOC(=O)N1CCC(NC(=O)C2CCN(S(=O)(=O)c3cccs3)CC2)CC1	-15.2	17.0%
85	COc1ccc(C(C(=O)NCc2ccccc2)N(Cc2ccco2)C(=O)c2snc(C(N)=O)c2N)cc1OC (stereo not given)	x	u
86	COc1ccc(-c2cc3ccc(OCc4nn[nH]n4)cc3oc2=O)cc1OC	x	u
87	CCCCN(CC(=O)Nc1cccc(S(=O)(=O)N2CCCC2)c1)Cc1nc2ccccc2c(=O)[nH]1	x	u
88	O=C1c2ccccc2C(=O)N1CC1=NCCc2ccccc21	x	u
89	O=C(CCN1C(=O)c2ccccc2S1(=O)=O)Nc1ccccc1F	-8.3	i
90	Cc1ccccc1C(=O)Nn1cnc2ccccc2c1=O	x	u
91	Cc1occc1C(=O)N1CCCC(CCC(=O)NCc2ccc(F)c(F)c2)C1 (stereo not given)	1.8	-19.3%
92	NC(=O)COC(=O)c1ccc(Cl)c(S(=O)(=O)N2CCN(c3ccc(F)cc3)CC2)c1	10.2	21.0%[9.22 µM]
93	COc1cccc(/C=N/NC(=O)C(=O)Nc2ccccc2OC(F)(F)C(F)F)c1	-8.0	-12.6%
94	CCOCCn1c(CN2CCN(c3cccc(Cl)c3)CC2)nc2c1c(=O)n(C)c(=O)n2C	x	u
95	CCOc1ccc2nc(N(Cc3ccccc3)C(=O)CCNC(C)=O)sc2c1	x	u
96	CCOc1ccc(NC(=O)CN(C)C(=O)c2cn(-c3ccccc3)nc2-c2cccs2)cc1OCC	x	u
97	CCOC(=O)N1CCC(NC(=O)c2ccc3c(c2)sc2nc(-c4cccc(OC)c4)cn23)CC1	x	u
98	COC(=O)C(C)Sc1nc2c(c(=O)n(C)c(=O)n2C)n1Cc1cccc(C)c1 (stereo not given)	x	u
99	O=C(NCC1CCCO1)c1nc(Cn2ccc([N+](=O)[O-])n2)no1 (stereo not given)	x	u
100	O=C(CN1CCN(c2nc(-c3ccc(F)cc3)cs2)CC1)NCc1ccc2c(c1)OCO2	x	i

# Going on with the list.
item	SMILES	S3 lipid droplet cell count max	S3 lipid droplet
101	O=c1c(-c2ccccc2)c(-c2ccccc2)oc2cc(O)cc(O)c12	x	u
102	Cc1ccccc1-n1cc(C(=O)c2cc(Cl)ccc2O)cc(C#N)c1=O	-16.7	17.1%
103	C[C@H]1[C@H](c2ccccc2)C[C@@H](C(=O)O)C1(C)C	x	u
104	COc1ccc(-c2nc(N)nc(C(F)(F)F)c2-c2cscn2)c(O)c1	x	u
105	COC(=O)CCCC1=CC2=CC(=O)C(C)(OC(=O)c3cccs3)C(=O)C2=CN1C1CC1 (stereo not given)	26.8	10.9%
106	CSc1nnc(-c2ccc(NC(=O)CCc3ccccc3)cc2)n1C	x	i
107	COc1ccc(CNC(=O)CSc2cc(=O)n(C)c3ccccc23)cc1	-7.4	-18.2%
108	COc1ccccc1Oc1coc2c(CN3CCN(C)CC3)c(O)ccc2c1=O	3.0	16.7%
109	COc1ccc2c(Cn3cnc4cc([N+](=O)[O-])ccc4c3=O)cc(=O)oc2c1	x	0.8%
110	CCOc1ccc(C(=O)Nc2cccc(-c3nc4cccnc4o3)c2)cc1Cl	-6.1	13.1%
111	COc1ccc2[nH]c3nc(SCC(=O)Nc4cccc(NC(C)=O)c4)nnc3c2c1	9.6	-15.4%
112	O=C(Cn1nc(C(=O)O)c2ccccc2c1=O)c1cc(F)ccc1F	2.5	2.9%
113	CCOC(=O)N1CCC(N2CCCC(C(=O)c3ccc4cc(OC)ccc4c3)C2)CC1 (stereo not given)	6.6	12.9%
114	Cc1cc(NC(=O)c2ccc(N3CCCC3)c([N+](=O)[O-])c2)no1	x	u
115	O=C(O)CCCNS(=O)(=O)c1ccc(F)cc1	x	u
116	COc1ccc(-n2nc(C(=O)NCC(=O)NCC3COc4ccccc4O3)c3ccccc3c2=O)cc1 (stereo not given)	x	i
117	CC1CC(C)CN(C(=O)c2ccc3ncsc3c2)C1 (stereo not given)	x	u

# Three entries from above, sorted by the value under S3 lipid droplet, smallest number first:
entry | Molecule | S3 lipid droplet cell count max | S3 lipid droplet
107 | COc1ccc(CNC(=O)CSc2cc(=O)n(C)c3ccccc23)cc1 | -7.4 | -18.2%
105 | COC(=O)CCCC1=CC2=CC(=O)C(C)(OC(=O)c3cccs3)C(=O)C2=CN1C1CC1 (stereo not given) | 26.8 | 10.9%
108 | COc1ccccc1Oc1coc2c(CN3CCN(C)CC3)c(O)ccc2c1=O | 3.0 | 16.7%
